Bioassay records as filed in PubChem.
SKN-1 inh – blocks SKN-1 activity in C. elegans; 360,000 compounds, 0.49% hits; C. elegans VP596 Pgst-4::GFP/RFP ratio, acrylamide-induced, 24 h; inhibition, % at 21.8 µM;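 active means interference check ratio from 0.5 to 1.5 plus GFP to RFP signal ratio inhibition reaching or exceeding a fixed threshold, cut at about 30% in these data, passing the limit was not always enough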; further: some compounds called inactive have numbers as strong as hits
MT1-MMP act inh – blocks activation of human MT1-MMP; P50281; HT1080 RFP-PRO-GFP cells, GFP/RFP ratio fluorescence, overnight; percent of plate control window, DMSO zero; GFP/RFP ratio change, % at 20 µM; 360,000 compounds, 0.061% hits; AID 651647;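 active means GFP/RFP ratio change of at least 30% with cell ATP level not reduced by more than half and red fluorescence within 50% of control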; further: strong numbers were not always called active
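Test system: HT1080 RFP-PRO-GFP cells; Benchmarks: DMSO and RFP-L50D-GFP cell wells; Timing: cells overnight before dosing, compound overnight, 37 °C, 5% CO2; Compound: one 20 µM compound dose with 1% DMSO; Read-out: GFP/RFP fluorescence ratio.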
eLon inh – inhibits E. coli Lon protease; 360,000 compounds, 0.42% hits; AID 602123; purified E. coli Lon protease, fluorescence polarization; inhibition, % at 7.94 µM; P0A9M0; in the data active means inhibition above about 13%, passing the limit was not always enough;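 further: 0% = enzyme with probe and DMSO and 100% = no enzyme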
FAS TE block – blocks the thioesterase domain of human fatty acid synthase. P49327. recombinant FAS-TE, OMFH fluorogenic substrate, fluorescence endpoint. inhibition, % at 15 µM. 360,000 compounds, 0.67% hits. AID 602261;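 active means compounds whose normalised, plate-corrected inhibition of enzyme fluorescence in the single-dose primary screen is 50% or more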;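 further: 0% = DMSO with enzyme and 100% = substrate without enzyme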
MsrA act – bovine methionine sulfoxide reductase A activation | purified bovine MsrA, absorbance read-out | activation, % at 10.6 µM | 360,000 compounds, 0.3% hits; in the data active means activation above about 7.5%;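 further: 0% = vehicle and 100% = reference activator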
Neddyl block – inhibitors of human cullin neddylation | TR-FRET cullin neddylation, biochemical | calls only at 25 µM | 360,000 compounds, 0.58% hits | AID 651699; in the data active means inhibition above about 36%
MsrA inh – inhibits bovine methionine sulfoxide reductase A | purified bovine MsrA, absorbance read-out | inhibition, % at 15.5 µM | 360,000 compounds, 0.75% hits | AID 651718; in the data active means inhibition above about 4.5%;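 further: 0% = vehicle wells with enzyme and 100% = reference inhibitor wells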
CendR NRP1 mod – NRP-1/CendR interaction modulation; FAM-RPARPAR peptide binding to NRP-1, fluorescence polarization; inhibition, % at 25 µM; 360,000 compounds, 0.85% hits; AID 602438;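 active means inhibition or corrected inhibition above about 18%, plus a signal ratio from 0.5 to 1.5, limit read from the data, passing the limit was not always enough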; further: strong numbers were not always called active
Target sequence (O14786 whole entry, looked up): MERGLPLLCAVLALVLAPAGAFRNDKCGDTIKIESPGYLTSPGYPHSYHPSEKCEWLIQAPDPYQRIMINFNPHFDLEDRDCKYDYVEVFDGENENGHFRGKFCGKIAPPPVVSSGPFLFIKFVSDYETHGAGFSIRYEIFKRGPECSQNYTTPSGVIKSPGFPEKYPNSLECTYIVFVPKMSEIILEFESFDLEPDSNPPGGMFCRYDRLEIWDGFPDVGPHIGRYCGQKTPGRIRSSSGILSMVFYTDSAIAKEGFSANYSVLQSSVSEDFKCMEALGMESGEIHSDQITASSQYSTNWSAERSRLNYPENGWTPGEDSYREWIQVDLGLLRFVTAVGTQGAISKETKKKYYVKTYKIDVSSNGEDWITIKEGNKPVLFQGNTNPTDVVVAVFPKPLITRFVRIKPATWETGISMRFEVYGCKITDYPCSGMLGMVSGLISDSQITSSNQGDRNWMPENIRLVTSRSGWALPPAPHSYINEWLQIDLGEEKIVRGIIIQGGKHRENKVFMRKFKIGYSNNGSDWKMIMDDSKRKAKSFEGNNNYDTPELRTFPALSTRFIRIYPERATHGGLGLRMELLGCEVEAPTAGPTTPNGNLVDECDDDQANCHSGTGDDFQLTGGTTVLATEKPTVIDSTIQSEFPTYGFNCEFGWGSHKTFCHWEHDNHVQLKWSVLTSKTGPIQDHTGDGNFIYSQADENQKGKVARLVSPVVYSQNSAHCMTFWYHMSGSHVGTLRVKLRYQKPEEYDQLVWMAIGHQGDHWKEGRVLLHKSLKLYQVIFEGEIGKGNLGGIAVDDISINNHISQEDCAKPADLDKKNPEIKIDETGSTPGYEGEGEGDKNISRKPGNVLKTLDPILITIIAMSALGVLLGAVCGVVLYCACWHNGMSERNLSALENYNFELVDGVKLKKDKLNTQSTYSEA
Rin1-Abl PPI inh – inhibitors of human Rin1-Abl protein interaction; P00519+Q13671; TR-FRET Rin1/Abl binding, biochemical; inhibition, % at 7.35 µM; 360,000 compounds, 0.4% hits; AID 588664; in the data active means inhibition above about 5%, passing the limit was not always enough
The depositor's hits bear a star; i = inactive; nt = no result given.

item	SMILES	eLon inh	CendR NRP1 mod	Neddyl block	MT1-MMP act inh	MsrA act
1	O=C1C2CC=CCC2C(=O)N1c1ccc(NCCc2ccccc2F)c([N+](=O)[O-])c1 (centres undefined)	-15	-2	i	9	-2
2	COc1ccc(Nc2nc3nonc3nc2N2CCCCC2)cc1	-11	-1	i	5	-5
3	CCC(C)(C)NC(=O)C(c1ccccc1F)N(C(=O)c1ccn[nH]1)c1ccccc1 (centres undefined)	-4	3	i	-2	-2
4	Cc1ccc(S(=O)(=O)Nc2ccccc2F)cc1C(=O)NCCCN1CCCC1=O	7	-2	i	0	-2
5	c1ccc(CCNc2cnccn2)cc1	-5	-8	nt	1	-12
6	CCOC(=O)c1c(C)[nH]c(C(=O)COC(=O)C2CC(=O)N(Cc3ccccc3)C2)c1C (centres undefined)	0	-3	i	-1	-4
7	Cc1cc(NC(=O)CSCC(=O)Nc2cc(C(F)(F)F)ccc2N2CCCCC2)no1	-6	-6	i	-12	-1
8	CCCCNC(=O)c1cn(CC)c2ccc(S(=O)(=O)N3CCCC3)cc2c1=O	3	-7	i	2	-11
9	Cc1cc(C)cc(NC(=O)NCC2CCN(Cc3cc(C)ccc3C)CC2)c1	9	3	i	-3	-8
10	CCOc1cccc(C(=O)Nc2ccc(N(CC)CC)cc2)c1	-4	-4	i	4	-9
11	Cc1nc(NC(=O)c2ccco2)sc1C(=O)Nc1ccc(Br)cc1	-10	-8	i	2	-3
12	CC(C)Cn1c(SCC#N)nc2ccccc2c1=O	5	5	i	-1	-1

item	SKN-1 inh	MsrA inh	Rin1-Abl PPI inh	FAS TE block
1	6	-1.0	-3	-81
2	0	3.3	-3	15
3	-6	-1.4	-1	0
4	-11	-0.1	-2	-5
5	4	1.5	1	-1
6	24	0.3	2	-4
7	7	1.2	3	2
8	-7	0.9	5	13
9	7	-0.1	0	1
10	-13	1.2	1	9
11	2	nt	-1	11
12	-11	2.1	-2	6

item	SMILES	eLon inh	CendR NRP1 mod	Neddyl block	MT1-MMP act inh	MsrA act
13	COc1cccc(N(C(=O)CNC(=O)c2ccco2)C(C(=O)NC2CCCCC2)c2ccncc2)c1 (centres undefined)	-1	1	i	-3	-4
14	COC(=O)C(C)n1nc(C)n(-c2ccc(C)cc2)c1=O (centres undefined)	-4	-14	i	5	-5
15	S=C(Nc1cccc(Cl)c1)NC1CCCCC1	1	2	i	3	-1
16	Oc1ccc(-c2nnc(-c3ccc(O)cc3)nn2)cc1	-7	-8	i	5	-2
17	CCOC(=O)c1nn(-c2ccccc2C)c(=O)cc1OCC(=O)Nc1cccc(OC)c1	-8	6	i	-1	-1
18	O=C(O)c1ccccc1NCc1ccco1	-8	-3	i	-4	-2
19	COc1ccc(OC)c(CNc2ccc(F)c(Cl)c2)c1	-5	4	i	4	-3
20	Nc1ccc(Cl)c(-c2nc3ncccc3o2)c1	0	-9	i	5	-1
21	OCCOCCNc1ncnc2c1cnn2-c1ccccc1	-8	8	i	0	-10
22	Cc1nc(N2CCC(C)CC2)c2c(C)c(C(=O)Nc3cc(F)ccc3C)sc2n1	-4	-1	i	-12	-6
23	Cc1ccc(-n2nnnc2SCc2ccccn2)cc1C	1	2	i	1	-2
24	COc1ccc(C2N3CC4(C)CN2CC(C)(C3)C4O)cc1OC (centres undefined)	1	-1	i	6	-2

item	SKN-1 inh	MsrA inh	Rin1-Abl PPI inh	FAS TE block
13	5	-0.5	2	-1
14	-17	0.7	-1	-9
15	-5	-0.8	5	2
16	-13	1.2	-3	-10
17	5	1.0	-4	-5
18	-14	0.9	-2	-2
19	8	-0.6	0	25
20	4	0.2	-6	-2
21	1	1.1	3	-2
22	-3	-0.9	-3	45
23	-8	0.5	1	-6
24	25	-1.3	-4	-9

item	SMILES	eLon inh	CendR NRP1 mod	Neddyl block	MT1-MMP act inh	MsrA act
25	O=C(c1cccs1)N1CCN(CCCc2ccccc2)CC1	-3	8	i	4	0
26	Cc1ccc(Nc2ccc(S(=O)(=O)N3CCOCC3)cc2[N+](=O)[O-])cc1C	2	16	i	1	0
27	Cc1ccc(S(=O)(=O)N(C)C)cc1NC(=O)c1ccc(-n2cncn2)c([N+](=O)[O-])c1	-8	7	i	1	2
28	COc1cc(OC)cc(C(=O)Nc2nc(CC(=O)NCc3ccc(F)cc3)cs2)c1	-7	-3	i	-4	-3
29	C/C=C/C=C\C(=O)Nc1cccc(C2=NOC3(C2)C[C@H](C(N)=O)N(C(=O)/C=C/C)C3)c1 (some centres undefined)	-7	-16	i	2	-1
30	CS(=O)(=O)Nc1cccc(C2=NN(C(=O)c3ccccc3)C(c3cccs3)C2)c1 (centres undefined)	-6	-5	i	-1	-1
31	CCCCn1c(-c2ccc(Cl)c(Cl)c2)nc2cc3[nH]c(=O)c(C(C)C)nc3cc21	7	-20	i	-5	-4
32	O=C(O)CSc1cn(Cc2ccccc2)c2ccccc12	5	1	i	-7	-1
33	O=C(COC(=O)COc1ccc(Cl)cc1Br)NCCC1=CCCCC1	-8	0	i	5	4
34	COc1ccc2[nH]c(=O)c(CN(C(=O)c3ccco3)C3CCCCC3)cc2c1	-1	-9	i	0	-7
35	C=CCN1C(=O)/C(=C2/Sc3ccc(OC)cc3N2C)SC1=Nc1cccc(O)c1	0	-80	i	-15	-3
36	O=C(NCc1ccco1)c1ccc(COc2ccc(Cl)cc2)cc1	14	8	i	-4	-3

item	SKN-1 inh	MsrA inh	Rin1-Abl PPI inh	FAS TE block
25	9	0.1	-1	-2
26	7	0.8	-4	29
27	11	0.4	1	-1
28	0	1.1	5	5
29	4	1.9	2	-4
30	4	-0.3	4	2
31	7	3.4	2	-6
32	-2	-0.6	0	-1
33	-4	1.1	1	-8
34	-19	0.1	-1	-5
35	9	2.5	-4	-3
36	0	1.6	-3	8

item	SMILES	eLon inh	CendR NRP1 mod	Neddyl block	MT1-MMP act inh	MsrA act
37	Cc1ccc(C(=O)N2CCCC(Nc3ccc(C)c(C)c3)C2)c(=O)[nH]1 (centres undefined)	-7	11	i	-1	-5
38	Cc1cc(C)n2nc(-c3ccsc3-n3c(C)ccc3C)cc2n1	-41	-133	i	-18	-9
39	Cc1ccc2nc(N(CCN(C)C)C(=O)C3CCN(S(=O)(=O)c4cccs4)CC3)sc2c1	-5	-7	i	4	1
40	CCCc1cc(=O)[nH]c(SCC(=O)Nc2nc(-c3ccccc3)cs2)n1	-5	12	i	-2	-4
41	Nc1c(-c2ccccc2)c(CSc2nc3ccccc3[nH]2)nn1-c1ccc(C(=O)O)cc1	0	2	i	1	-4
42	COC(=O)c1cnc(N2CCOCC2)nc1C(F)(F)F	5	0	i	1	-8
43	CC(C)CC(=O)Nc1nnc(S(=O)(=O)N2CCCCCC2)s1	3	9	i	4	-3
44	CCOC(=O)c1c(CN2CCOCC2)oc2ccc(OC)cc12	-1	-9	i	-3	-3
45	CCCCN(CCO)CCCC	-2	-2	i	2	-3
46	C=COCCn1c(-c2nonc2N)nc2ccccc21	-6	-16	i	-4	-11
47	COc1ccccc1C(=O)OCC(=O)Nc1cccc(S(=O)(=O)N2CCCC2)c1	9	-1	i	3	-3
48	CSc1cccc(CN2CCC(Oc3ccc(C(=O)N4CCCCC4)cc3)CC2)c1	-12	-2	i	1	0

item	SKN-1 inh	MsrA inh	Rin1-Abl PPI inh	FAS TE block
37	3	0.8	0	-2
38	9	1.0	4	-67
39	-10	0.3	0	20
40	4	1.7	2	-6
41	5	1.1	0	2
42	-10	1.1	-3	-7
43	1	0.6	-4	-3
44	26	0.5	-1	-8
45	17	0.0	4	-3
46	-7	0.5	-1	-2
47	3	0.7	-1	3
48	-2	-0.9	2	6

item	SMILES	eLon inh	CendR NRP1 mod	Neddyl block	MT1-MMP act inh	MsrA act
49	O=C1NC(Cc2ccc(O)cc2)c2nc3cc(Cl)ccc3c(=O)n2-c2ncccc21 (centres undefined)	-1	-14	i	-5	-2
50	CCOc1ccc(CN2CCSCC2)cc1	6	3	i	-2	-1
51	COc1cc(Br)c(-c2sc(Nc3ccccc3)n[n+]2-c2ccccc2)cc1OC	-2	24*	i	-2	-3
52	Cc1nc(C)c(C(=O)NCCC(c2ccccc2)c2ccccc2)o1	2	-20	i	-7	-2
53	O=C(c1ccc(C(F)(F)F)cc1)n1ccc(-c2cccs2)n1	11	-1	i	0	-2
54	Cc1cccc(C)c1Nc1c(-c2ccccc2O)nc2ncccn12	-3	16	i	6	-8
55	Cc1cccc(C(=O)NCC(=O)N(C)CC(=O)Nc2ccc(N3CCOCC3)cc2)c1	-1	16	i	2	-1
56	O=C(O)CN(CC(=O)O)CC(=O)O	4	-14	i	6	-4
57	Cc1ccc(S(=O)(=O)N(C)c2ccc3sc(C)nc3c2)cc1	7	-20	i	2	2
58	S=C(NCC1CCCO1)N1CCN(Cc2ccccc2Cl)CC1 (centres undefined)	0	-4	i	-2	-3
59	COc1cccc(C(C)(O)c2nc(-c3cncnc3)cs2)c1 (centres undefined)	-12	-9	i	3	-2
60	CC(NC(=O)/C=C/c1ccco1)c1nc2ccccc2n1Cc1ccccc1F (centres undefined)	-32	-9	i	-5	-3

item	SKN-1 inh	MsrA inh	Rin1-Abl PPI inh	FAS TE block
49	-4	-0.2	2	1
50	19	-0.7	1	-5
51	13	-0.6	5	-139
52	1	0.2	1	2
53	4	1.1	0	14
54	-10	-0.2	2	22
55	-13	1.3	1	-5
56	9	-1.2	-2	-2
57	-9	-0.5	1	-1
58	5	-0.5	-2	-3
59	6	0.0	-2	-2
60	3	0.0	-2	6

item	SMILES	eLon inh	CendR NRP1 mod	Neddyl block	MT1-MMP act inh	MsrA act
61	COCCOC(=O)C1=C(C)NC(=O)NC1c1ccc(-c2cc(Cl)ccc2Cl)o1 (centres undefined)	-1	-54	i	-5	-8
62	CC(C)NC(=S)N=Nc1c(O)[nH]c2ccc(C(C)C)cc12	8	-5	i	5	2
63	Cc1ccc(C2(C(F)(F)F)N=C3Sc4cc(C)cc(C)c4N3C(=O)N2)cc1 (centres undefined)	-6	7	i	-3	6
64	COC(=O)Cn1c(=NC(=O)c2ccc(OC)cc2)sc2cc(OC)ccc21	3	-5	i	2	-11
65	COc1ccc(NC(=O)CSCC(=O)Oc2c(OC)cccc2OC)cc1	-14	1	i	-2	-3

item	SKN-1 inh	MsrA inh	Rin1-Abl PPI inh	FAS TE block
61	4	-1.2	4	3
62	-7	0.5	1	-1
63	12	0.5	0	23
64	4	1.0	-77	18
65	6	1.7	-1	-4

Rows are unselected; about 4.2% have a hit in one of these screens.
